Bioassay records (PubChem)
BLM helicase inh = Bloom syndrome helicase (human) inhibition; P54132; recombinant BLM DNA unwinding, fluorescence dequenching; Potency, µM (series often up to 56.1 µM), for the others: top-dose activity change, negative = inhibition, usual class: inhibitors; 0.2% of 350,000 active; AID 2528;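 also: plate controls were vehicle for no effect and no enzyme for full effect; nearly all actives have a fitted effect of over 35% in size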
Pol kappa inh = blocks human DNA polymerase kappa activity; purified Pol kappa, fluorescent DNA synthesis assay, 10 min; AID 588579; 0.53% of 400,000 active; Q9UBT6; Potency, µM (doses to about 107 µM), for the others: at the highest dose activity, negative = inhibition, actives largely listed as inhibitors; also: % is scaled to controls: 0 for no effect and ±100 for the full control effect
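10 nM Pol kappa preincubated 15 min at room temperature with compounds, then reaction started with substrate at 50 nM final. Fluorescence read kinetically at 0 and 10 min; buffer-only wells served as negative control.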
BAZ2B inh = inhibitors of human BAZ2B bromodomain; 4.4% of 360,000 active; Potency, µM (doses to about 114 µM), for inactives: at the top dose activity change, negative = inhibition, hits mostly inhibitors; AlphaScreen BAZ2B-H3K14Ac peptide displacement; AID 504333; Q9UIF8; also: % is scaled to controls: 0 for no effect and ±100 for the full control effect; nearly all actives have a fitted effect of over 60% in size
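BAZ2B 50 nM plus b-H3(5-23)K14Ac 50 nM, PBS pH 7.4/0.01% Tween-20, 30 min RT; compound added (max 110 uM), 30 min RT; streptavidin donor/Ni-chelate acceptor beads 10 ug/mL final, 20 min dark; AlphaScreen read.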
POLH inh = inhibitors of human DNA polymerase eta; recombinant Pol eta, fluorescent DNA replication assay; Potency, µM (doses to about 114 µM), for the others: top-dose activity change, negative = inhibition, usual class: inhibitors; 1.2% of 390,000 active; AID 588591; also: % is scaled to controls: 0 for no effect and ±100 for the full control effect
Target sequence (Q9Y253 whole entry, looked up): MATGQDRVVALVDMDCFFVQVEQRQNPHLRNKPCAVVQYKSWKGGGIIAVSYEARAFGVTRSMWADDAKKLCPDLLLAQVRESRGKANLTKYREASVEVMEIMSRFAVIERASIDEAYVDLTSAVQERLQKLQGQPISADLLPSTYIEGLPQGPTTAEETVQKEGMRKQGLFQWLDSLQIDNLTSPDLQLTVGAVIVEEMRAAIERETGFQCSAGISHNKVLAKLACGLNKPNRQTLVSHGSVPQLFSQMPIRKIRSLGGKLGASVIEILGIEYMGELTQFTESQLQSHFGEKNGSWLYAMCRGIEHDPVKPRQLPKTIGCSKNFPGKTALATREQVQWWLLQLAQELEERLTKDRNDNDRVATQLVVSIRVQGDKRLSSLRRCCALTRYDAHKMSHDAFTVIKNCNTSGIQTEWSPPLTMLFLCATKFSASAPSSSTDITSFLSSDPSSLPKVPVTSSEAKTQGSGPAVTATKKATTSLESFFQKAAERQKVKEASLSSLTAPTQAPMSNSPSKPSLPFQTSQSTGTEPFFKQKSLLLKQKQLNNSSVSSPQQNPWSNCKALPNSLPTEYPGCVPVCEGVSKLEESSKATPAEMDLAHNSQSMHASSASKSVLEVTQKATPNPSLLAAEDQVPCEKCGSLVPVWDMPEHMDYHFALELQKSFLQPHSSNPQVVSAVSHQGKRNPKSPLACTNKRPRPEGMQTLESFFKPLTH
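Pol eta at 10 nM preincubated with compounds 15 min at room temperature; reaction started with fluorescent substrate (50 nM final) and read kinetically at 0 and 10 min.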
Pol beta inh = blocks human DNA polymerase beta activity; Pol beta primer extension/strand displacement, fluorescence kinetic; Potency, µM (highest dose often 114 µM), for the others: top-dose activity change, negative = inhibition, actives largely listed as inhibitors; 1.3% of 340,000 active; AID 485314; also: % is scaled to controls: 0 for no effect and ±100 for the full control effect
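10 nM enzyme + cpd, 15 min RT; start with substrate 50 nM final; read 0 min and after 10 min RT. Corrected, normalized data; 4-parameter Hill curve fit.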
G9a block = blocks human histone lysine methyltransferase G9a; Q96KQ7; G9a H3K9 monomethylation, AlphaScreen, 2 h; Potency, µM (titrated, usually from 102 µM), for inactives: at the highest dose activity, negative = inhibition, most hits filed as inhibitors; 8.8% of 350,000 active; AID 504332; also: % is scaled to controls: 0 for no effect and ±100 for the full control effect; nearly all actives have a fitted effect of over 75% in size
Target sequence (Q96KQ7 913-1193 limits assumed): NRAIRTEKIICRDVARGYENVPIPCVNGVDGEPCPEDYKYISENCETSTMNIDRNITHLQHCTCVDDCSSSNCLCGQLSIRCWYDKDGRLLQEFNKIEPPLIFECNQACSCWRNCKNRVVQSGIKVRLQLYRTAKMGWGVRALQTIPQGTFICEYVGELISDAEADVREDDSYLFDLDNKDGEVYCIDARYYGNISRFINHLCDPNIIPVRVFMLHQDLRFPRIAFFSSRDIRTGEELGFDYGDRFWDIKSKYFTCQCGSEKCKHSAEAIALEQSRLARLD
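Readings reflect AlphaScreen signal from monomethyl-H3K9 antibody detection. HMT at 20 nM; substrate b-H3K9 500 nM; cofactor SAM 20 uM; 2 h RT reaction; compounds tested as titrations in qHTS with 15 min preincubation.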
APE1 inh = blocks human APE1 abasic DNA cleavage; P27695; recombinant APE1, TAMRA/BHQ-2 abasic DNA cleavage fluorescence; Potency, µM (doses to about 65.8 µM), for inactives: top-dose activity change, negative = inhibition, most hits filed as inhibitors; 0.35% of 350,000 active; AID 2517;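 also: plate controls were vehicle for no effect and reference inhibitor for full effect; nearly all actives have a fitted effect of over 55% in size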
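Readout is kinetic fluorescence (ex 525, em 598 nm) from cleavage of 50 nM TAMRA/BHQ-2 THF abasic duplex by 0.75 nM APE1, compound added 15 min beforehand at RT.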
JMJD2A Tudor = inhibitors of human JMJD2A Tudor domain; AlphaScreen JMJD2A-Tudor / H3K4me3 peptide binding; Potency, µM (highest dose often 114 µM), inactives show top-dose activity change, negative = inhibition, usual class: inhibitors; 4.4% of 390,000 active; also: % is scaled to controls: 0 for no effect and ±100 for the full control effect; nearly all actives have a fitted effect of over 50% in size
POLI inh = blocks human DNA polymerase iota activity; 1% of 390,000 active; Pol iota fluorescent replication assay, 10 min; Potency, µM (titrated, usually from 115 µM), for the others: top-dose activity, negative = inhibition, most hits filed as inhibitors; Q9UNA4; AID 588590
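Pol iota at 10 nM preincubated 15 min with compounds at room temperature; reaction started with fluorescent substrate, 50 nM final. Fluorescence read kinetically at 0 and 10 min; buffer-only wells as negative control.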
The depositor's hits bear a star; ? = inconclusive; . = no result given; & = joins results of further samples; [ ] = dose if it differs, or a comment. Calls follow the shape of the dose curve; as a rule, active = well fitted curve in the direction sought with a large enough effect; inconclusive = small, poorly fitted or top-dose-only effect, or another doubt; inactive = no such curve, though single readings can be large; an effect the other way counts as inactive or inconclusive. Potency is read from the fitted curve at half-maximal effect. Not all compounds are listed; count on the stated rates, not on these rows.

SMILES	BLM helicase inh	Pol kappa inh	BAZ2B inh	POLH inh	Pol beta inh	G9a block	APE1 inh	JMJD2A Tudor	POLI inh
COc1cc([N+](=O)[O-])ccc1NC(=O)C[n+]1ccccc1	-5%	-1%	5%	-15%	23%	-9%[59 µM]	0%	-1%	87%[activator]
O=C(O)c1ccccc1C(=O)NCCc1ccc(Cl)cc1	-3%	-5%	14%	-24%	24%	-46%	2%	-2%	40%[activator]
CC(OC(=O)c1cccnc1Cl)C(=O)Nc1ccc2c(c1)OCCO2 (stereo not given)	-2%	-17%	-5%	14%	-1%	7%	-1%	-6%	13%
CC(C)CCOc1ccc(C(=O)NNC(=O)CNC(=O)c2ccccc2F)cc1	.	-21%	.	-9%	.	.	-11%	-22%	14%
CCOC(=O)c1c2ccc(OCC(=O)N/N=C/c3ccccc3C(F)(F)F)cc2n2ccccc12	-3%	.	-2%	.	7%	7%	-6%	.	.
COc1ccc(/C(C)=N/N=C(\C)c2ccc(OC)cc2OC)c(OC)c1	1%	-3%	0%	-17%	-3%	9%[59 µM]	-2%	-9%	104%[activator]
O=C(Nc1ccnn1C1CCN(Cc2ccccc2OC(F)F)CC1)c1cccc(F)c1	-5%	-2%	-19%	-23%	6%	14%[0.501 µM]	-13%	-1%	26%
COc1ccc(CNC(=O)Cn2c(=O)oc3ccccc32)cc1OC	-17%	-2%	5%	-3%	8%	?	3%	-15%	-6%
CC(=O)N1CCN(C(=O)c2cc3c(s2)CCCC3)CC1	.	-4%	.	-10%	.	.	.	-10%	6%
Cc1ccccc1NC(=O)C1CCCN(S(=O)(=O)c2cnc[nH]2)C1 (stereo not given)	4%	15%	12%	-7%	-23%	?	-2%	-11%	39%[activator]
C/C(=N\Nc1ccccn1)c1ccc(OC(F)F)cc1	-6%	-2%	-27%	-24%	21%	10%	-11%	-18%	114%[activator]
O=C(COc1ccccc1)Nc1nnc(-c2ccc3c(c2)CCCC3)o1	-3%	0%	-2%	-3%	1%	1%[59 µM]	-4%	-16%	-12%
O=C(Nc1ccc2oc(-c3ccncc3)nc2c1)c1ccccc1Cl	-2%	-18%	-2%	-13%	-3%	?	.	-10%	-11%
COc1ccc(C(=O)O/N=C(\N)Cc2ccc(Cl)cc2)cc1OC	0%	-22%	-8%	-17%	2%	-9%[12.7 µM]	23%	-9%	5%
COc1ccc(NC(=O)CO/N=C/C(=O)Nc2ccccc2C)c([N+](=O)[O-])c1	.	-12%	?	?	.	-3%[12.7 µM]	17%	?	32%[activator]

A different layout for part of the listing above.
smiles | BLM helicase inh | Pol kappa inh | BAZ2B inh | POLH inh | Pol beta inh | G9a block | APE1 inh | JMJD2A Tudor | POLI inh
COc1ccc(C(=O)O/N=C(\N)Cc2ccc(Cl)cc2)cc1OC | 0% | -22% | -8% | -17% | 2% | -9%[12.7 µM] | 23% | -9% | 5%
COc1ccc(CNC(=O)Cn2c(=O)oc3ccccc32)cc1OC | -17% | -2% | 5% | -3% | 8% | ? | 3% | -15% | -6%
C/C(=N\Nc1ccccn1)c1ccc(OC(F)F)cc1 | -6% | -2% | -27% | -24% | 21% | 10% | -11% | -18% | 114%[activator]
CC(=O)N1CCN(C(=O)c2cc3c(s2)CCCC3)CC1 | . | -4% | . | -10% | . | . | . | -10% | 6%

Carrying on:
SMILES	BLM helicase inh	Pol kappa inh	BAZ2B inh	POLH inh	Pol beta inh	G9a block	APE1 inh	JMJD2A Tudor	POLI inh
Cc1cc(NC(=O)c2ccc3c(c2)C(=O)N(C2CCCCC2)C3=O)no1	-1%	6%	-6%	-18%	-1%	-27%[12.7 µM]	-2%	-5%	-4%
CCc1nc(SCc2nnc(-c3ccc(C)cc3)o2)c2c(C)c(C)sc2n1	.	3%	.	-9%	.	.	.	11%	-11%
CCC(C)NC(=O)c1cc2c(=O)n3ccccc3nc2s1 (stereo not given)	2%	-7%	13%	-16%	10%	?	-3%	3%	30%[activator]
O=C(Nc1cccc(Br)c1)c1cc(-c2ccc3c(c2)OCCO3)on1	-3%	-12%	?	-17%	38%	1%[59 µM]	.	-3%	-2%
COCCCNCCCCOc1cccc(Br)c1	-7%	-1%	?	-21%	-17%	28µM*	6%	2.5µM*	24%
C/C(CC(=O)NCc1ccco1)=N\NC(=O)c1ccc(Cl)cc1Cl	-2%	-12%	?	7%	41%	-8%	3%	2%	21%
CCNc1c(C(=O)O)ccc2c1C(=O)c1ccccc1C2=O	-10%	-21%	35µM*	-9%	-19%	?	-4%	-27%	-3%
C/C(N)=C(/C#N)C(=O)CSc1cc(Cl)ccc1Cl	-6%	-3%	-18%	-2%	17%	?	-5%	-7%	42%[activator]
O=C(NNS(=O)(=O)c1ccc(F)cc1)c1cnccn1	-1%	-13%	79µM*	-9%	29%	10µM*	0%	?	94%[activator]
COCCN1C(=O)N[C@@H](c2ccccc2)C(C(=O)OC)=C1C	0%&2%	-3%	-5%	-10%	0%	-4%	-2%&23%	-13%	-18%
CCN1C(=O)C(Cc2nc3ccccc3c(=O)n2-c2ccc(OC)cc2)c2ccccc21 (stereo not given)	-3%	-2%	-19%	.	-5%	-4%[59 µM]	.	-20%	4%
COCCNC(=O)CSCc1nc(-c2ccc(SC)cc2)oc1C	1%	-19%	-31%	-8%	13%	42%[59 µM]	-3%	-15%	24%
CCOC(=O)N1CCC(Nc2c(-c3ccccc3)c(=O)c2=O)CC1	-4%	-5%	-14%	?	-17%	56µM*	2%	-18%	17%
COc1ccc(CCNCc2c(C(=O)O)c(C)n(Cc3cccc(C)c3)c2C)cc1OC	3%	4%	-17%	-19%	19%	0%[59 µM]	.	-11%	50%[activator]
Cc1cccc(N2C(=O)CC(Sc3nc(C)cc(C)n3)C2=O)c1 (stereo not given)	1%	-24%	?	-10%	11%	?	21%	-6%	10%
COCC(=O)N1CCC2(CCCN(c3ccncc3)C2)CC1	2%	-3%[60.1 µM]	.	.	.	4%[12.7 µM]	11%	.	.
O=C(NCCc1ccccc1)C(=O)Nc1ccc([N+](=O)[O-])cc1	2%	6%	-2%	-15%	17%	.	18%	-1%	35%[activator]
CCC1CCCCN1CCCNC(=O)C1CC(=O)N(CCc2ccccc2)C1 (stereo not given)	-3%	-5%	-3%	-2%	-4%	2%[59 µM]	46%[activator]	-15%	25%
COc1ccc(NS(=O)(=O)c2cc(NC(=O)COc3ccc(OC)cc3)ccc2N2CCOCC2)cc1	.	-13%	.	-21%	.	.	23%	-17%	-18%
CC(=O)c1nn(-c2ccc(Cl)cc2)cc1C(=O)c1ccc(C)cc1	.	-8%	.	-8%	.	.	.	-4%	?
CN(C(=O)CN(c1ccccc1)S(=O)(=O)c1ccc(F)cc1)C1CCS(=O)(=O)C1 (stereo not given)	-1%	3%	-1%	-4%	11%	26%	-6%	-7%	12%
CC(=O)Nc1ccc(S(=O)(=O)N2CCC(n3c(C)nc4cccnc43)CC2)cc1	-1%	-5%[60.1 µM]	-6%	3%	-2%	7%[59 µM]	.	-12%	-9%
CCOC(=O)c1ccc2c(c1)nc(SCc1cn3ccsc3n1)n2CC	-5%	-13%	.	-12%	-16%	-1%[59 µM]	1%	-35%	4%
CCCCn1c(N)c(N(CC)C(=O)c2ccccc2C(F)(F)F)c(=O)[nH]c1=O	1%	-11%	12%	-14%	22%	-4%	1%	-14%	40%[activator]
Oc1c(C(c2ccccc2F)N2CCN(Cc3ccccc3)CC2)sc2nc(-c3ccco3)nn12 (stereo not given)	0%	-7%[60.1 µM]	?	-10%	4%	-34%[59 µM]	.	?	19%
Cc1cc2c(cc1S(=O)(=O)CCC(=O)N1CCCCC1C)OCC(=O)N2 (stereo not given)	-3%	-2%	2%	-15%	18%	-9%[59 µM]	.	2%	25%
O=C(O)COCC(=O)NC1CCN(Cc2ccccc2)CC1	-11%	-2%	5%	-14%	17%	.	-5%	-10%	45%[activator]
COc1ccc(CCC(=O)N/N=C/c2ccc3c(c2)OCO3)cc1	.	-4%	.	-12%	.	.	.	-19%	-12%[58.9 µM]
COc1cccc(CNC(=O)c2cccnc2Sc2ccc(Cl)cc2)c1	-2%	-11%	-1%	-13%	7%	48%	0%	-11%	13%
COc1ccc(CNC(=O)c2c(C)oc3c2C(=O)c2ccccc2C3=O)cc1	-1%	-17%	7.9µM*	1%	-18%	11µM*	0%	?	-17%

Ordered by value in POLH inh (ascending): some entries from above.
SMILES | POLH inh
COc1cccc(CNC(=O)c2cccnc2Sc2ccc(Cl)cc2)c1 | -13%
CCC1CCCCN1CCCNC(=O)C1CC(=O)N(CCc2ccccc2)C1 (stereo not given) | -2%
CC(=O)Nc1ccc(S(=O)(=O)N2CCC(n3c(C)nc4cccnc43)CC2)cc1 | 3%

Continued:
SMILES	BLM helicase inh	Pol kappa inh	BAZ2B inh	POLH inh	Pol beta inh	G9a block	APE1 inh	JMJD2A Tudor	POLI inh
O=C1CC(c2ccc(Cl)cc2)CC(O)=C1C=NCCO (stereo not given)	-8%	-5%	1%	-15%	7%	-3%	-11%	?	-9%
COc1cc(Cl)c(C)cc1NC(=O)c1cc2ccc3cccnc3c2[nH]1	-7%	-7%	-1%[57.1 µM]	?	40µM*	-9%[59 µM]	.	?	?
COc1ccc(NC(=O)/C=C/c2c(Cl)nc3ccccn23)cc1	-7%	-7%[60.1 µM]	?	-9%	25%	12%[12.7 µM]	-4%	-31%	2%
Cc1ccc(NC(=O)CN(C)C(=O)c2ccc(Cl)c(S(=O)(=O)NCc3ccco3)c2)cc1	.	-7%	.	-14%	.	.	20%	-25%	3%
CCOC(=O)c1c(CN2CCN(CCO)CC2)n(-c2ccccc2)c2cc(Br)c(O)cc12	-10%	-3%	-26%	-24%	2%	?	-2%	-30%	11%
COc1ccc(Br)cc1C(=O)Nc1ccc(-c2nc3cc(Cl)ccc3o2)cc1	-4%	-18%	5%	0%	1%	6%[59 µM]	.	-15%	-27%
CCOc1ccc(NC(=O)CCn2c(-c3ccc(F)cc3)cc(C(C)=O)c2C)cc1	-2%	-12%[60.1 µM]	2%	-2%	-16%	?	.	-17%	20%
CC(C)(C)[C@H]1C=C(C(N)=O)O[C@@H](OCCCCO)C1	-1%	17%	3%	-13%	?	24%[12.7 µM]	3%	-4%	-8%
COc1ccc(C(=O)Oc2ccc(C3NC(=O)c4c(sc5c4CCN(C)C5)N3)cc2OC)cc1 (stereo not given)	7%	-11%	7%	-23%	10%	26%[59 µM]	.	56µM*	63%[activator]
CCCOc1ccc(CSC2=NCCN2)cc1[N+](=O)[O-]	0%	-9%	-6%	-19%	-3%	.	0%	11%	4%
